A-T KAP1 phos: potential ataxia-telangiectasia treatments restoring KAP-1 phosphorylation; actives 0.19% (n = 320,000); Potency, µM (top dose mostly 57.5 µM), for the others: top-dose activation, actives largely listed as activators; […] A-T fibroblasts, KAP-1 phosphorylation AlphaLISA; neocarzinostatin DNA damage 30 min before lysis; also: potency is read from the fitted curve at half-maximal effect; % of control where 0% means no effect; nearly all actives have a fitted effect of over 45% in size
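hTERT-immortalized A-T patient fibroblasts ([…]), 500 cells/well in OPTI-MEM, 1% FBS, got compounds for 60 min, then NCS for 30 min at 37C. Lysates were then assayed for phospho-KAP-1 by AlphaLISA (anti-pKAP1 donor, anti-KAP1 acceptor beads), 6 hr at 25C.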
Chronic BCR inh: inhibitors of chronic active B-cell receptor signaling; Potency, µM (titrated, usually from 46.1 µM), inactives show top-dose ratio change, negative = lower green/red ratio, hits mostly inhibitors; actives 0.05% (n = 340,000); ABC-DLBCL IkBa-CBG/CBR reporter, luminescence ratio, 4 h; AID 493014; active = well fitted inhibition curve with a large enough effect in the signal ratio, with a control signal flat, not every such curve was filed as active; inconclusive = small, poorly fitted or top-dose-only effect, or effect the other way, or a change in a side signal; the % refers to the signal ratio;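 also: potency is read from the fitted curve at half-maximal effect; plate controls were basal doxycycline-induced cells for no effect and cells given 10 µM MG132 for full effect; MG132 reads +100%, hits lower the ratio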
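Compounds up to 46 uM were incubated four hours with TMD8 cells whose green CBG68 luciferase is fused to IkappaBalpha; red CBR luminescence normalised the signal, and concentration-effect curves were fitted to fusion, red and ratio data.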
ELG1 DNA repair: ELG1-dependent DNA repair inhibition. HEK293T ELG1-luciferase reporter, luminescence, 16 h; DNA damage induced by 5-fluorouridine. Potency, µM (series often up to 46.1 µM), inactives show top-dose activity change, negative = inhibition, most hits filed as inhibitors. actives 2.3% (n = 330,000). AID 504467; also: potency is read from the fitted curve at half-maximal effect; % is scaled to controls: 0 for no effect and ±100 for the full control effect; nearly all actives have a fitted effect of over 55% in size
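In this reporter screen, reduction of luminescence relative to DMSO vehicle indicated activity. Compounds and 5-fluorouridine were added together to 2,000 cells per well, incubated for 16 hr at 37 °C, then developed with ONE-Glo.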
Tb PFK block: T. brucei PFK enzyme inhibition. O15648. T. brucei PFK, ADP-Glo luminescence. Potency, µM (top dose mostly 57.5 µM), inactives show at the top dose activity, negative = inhibition, hits mostly inhibitors. actives 0.17% (n = 330,000). AID 485367;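 also: potency is read from the fitted curve at half-maximal effect; 0% = uninhibited 1x PFK enzyme wells and -100% = no-enzyme wells; nearly all actives have a fitted effect of over 60% in size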
Target sequence (O15648 whole entry, looked up): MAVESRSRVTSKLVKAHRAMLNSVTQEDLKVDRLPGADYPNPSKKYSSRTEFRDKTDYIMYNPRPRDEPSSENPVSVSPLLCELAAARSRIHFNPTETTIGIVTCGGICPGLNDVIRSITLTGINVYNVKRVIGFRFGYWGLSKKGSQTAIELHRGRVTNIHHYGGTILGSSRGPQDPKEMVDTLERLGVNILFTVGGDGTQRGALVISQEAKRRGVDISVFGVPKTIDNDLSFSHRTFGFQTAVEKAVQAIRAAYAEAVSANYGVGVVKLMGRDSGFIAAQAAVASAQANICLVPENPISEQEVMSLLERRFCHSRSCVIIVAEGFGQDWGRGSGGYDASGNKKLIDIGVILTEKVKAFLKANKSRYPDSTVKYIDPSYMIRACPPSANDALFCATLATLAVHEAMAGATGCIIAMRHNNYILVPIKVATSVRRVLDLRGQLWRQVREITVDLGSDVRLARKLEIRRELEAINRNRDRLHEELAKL
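Luminescent ADP detection (ADP-Glo, two-step: ATP depletion then ADP-to-ATP conversion for luciferase) reported PFK activity after 45 min room-temperature reaction of 1.25 nM enzyme with 0.5 mM F6P and 0.1 mM ATP at pH 8.0.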
Integrin act MD: activates integrin-mediated alleviation for muscular dystrophy. alpha7betagal myoblasts, beta-gal FDG fluorescence, 48 h. Potency, µM (titrated, usually from 38.3 µM), inactives show at the top dose activation, most hits filed as activators. actives 0.064% (n = 350,000). AID 624291;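 also: potency is read from the fitted curve at half-maximal effect; 100% = response of the positive control SU9516; nearly all actives have a fitted effect of over 60% in size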
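alpha7betagal+/- myoblasts (passage 13, 250/well) treated 48 h at 37C with compounds at 1:260 dilution of DMSO stock. Lysed, then beta-galactosidase activity read as FDG fluorescence (ex 480/em 540) after 30 min, with pre-read for autofluorescence.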
Eya2 phos inh: inhibitors of human Eya2 phosphatase activity; recombinant Eya2, OMFP fluorescence dephosphorylation (OMFP is methylfluorescein phosphate); O00167; actives 0.006% (n = 330,000); AID 488837; Potency, µM (highest dose often 76.9 µM), inactives show at the highest dose activity, negative = inhibition, actives largely listed as inhibitors; also: potency is read from the fitted curve at half-maximal effect; % is scaled to controls: 0 for no effect and ±100 for the full control effect
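Eya2 (0.2 uM) preincubated 10 min at ambient with compound, then OMFP substrate added at 50 uM; 10 min reaction in 50 mM HEPES pH 7.5, 50 mM NaCl, 5 uM MgCl2, 0.05% BSA, 1 mM DTT. Fluorescence read at Ex 485/Em 525 nm.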
PTAP TSG101 blk: blocks PTAP/TSG101 interaction to inhibit HIV-1 budding; Q99816; Fluorescence polarization, FITC-PTAP peptide / Tsg101 binding; Potency, µM (top dose mostly 115 µM), for the others: top-dose activity change, negative = inhibition, hits mostly inhibitors; 340,000 tested, under 10 active; active = well fitted inhibition curve with a large enough effect in the main read-out, with a control signal flat, not every such curve was filed as active; inconclusive = small, poorly fitted or top-dose-only effect, or effect the other way, or a change in a side signal; inactive = no such curve, though single readings can be large or run the other way; also: potency is read from the fitted curve at half-maximal effect; % of control where 0% means no effect
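FP read-out: FITC-PTAP peptide, 50 nM final, binding Tsg101 binding domain, 10 uM final; 20 min, r.t.; 10 mM HEPES pH 7.5, 0.15 M NaCl, 0.01% Tween 20, 3 mM EDTA, 0.1 mM TCEP.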
Mito fusion yeast: blocks mitochondrial division or promotes mitochondrial fusion. S. cerevisiae fusion-defective mutant growth rescue, CellTiterGlo 48 h. Potency, µM (titrated, usually from 46.1 µM), without a hit: at the top dose growth rescue (activation), hits mostly activators. actives 0.23% (n = 320,000). AID 485298;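 also: potency is read from the fitted curve at half-maximal effect; % of control where 0% means no effect; nearly all actives have a fitted effect of over 45% in size; temperature-sensitive fusion mutants such as fzo1-1 at 37 °C on non-fermentable ethanol glycerol medium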
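Read-out: ATP-based luminescence (CellTiterGlo, 10 min ambient) reporting growth of fusion-defective ts yeast after 48 hours at 37C on glycerol/ethanol YPEG medium in the presence of compound.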
TSHR antagonist: antagonists of human thyroid stimulating hormone receptor | TSHR-expressing cells, TSH-stimulated cAMP HTRF, 2 h; stronger effect = lower value | activity change, negative = inhibition, % at 11.5 µM | actives 0.2% (n = 330,000);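 active = activity change below a set negative limit, meaning inhibition stronger than a set level, cut at about -70% in these data; inconclusive = activity change between two set negative limits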; also: % is scaled to controls: 0 for no effect and ±100 for the full control effect
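Competitive HTRF cAMP read-out (cryptate anti-cAMP antibody, cAMP-d2; 30 min, room temperature) in freshly harvested TSHR cells. Compounds added before TSH at EC80 (4nM final), followed by 2 hours' incubation at 37 deg C.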
S-ASM inh: human S-ASM enzyme inhibition. P17405. placental ASM, HMU-PC fluorogenic substrate, 60 min. actives 0.006% (n = 340,000). Potency, µM (titrated, usually from 57.5 µM), inactives show top-dose activity change, negative = inhibition, hits mostly inhibitors; also: potency is read from the fitted curve at half-maximal effect
Target sequence (P17405 47-631 limits assumed): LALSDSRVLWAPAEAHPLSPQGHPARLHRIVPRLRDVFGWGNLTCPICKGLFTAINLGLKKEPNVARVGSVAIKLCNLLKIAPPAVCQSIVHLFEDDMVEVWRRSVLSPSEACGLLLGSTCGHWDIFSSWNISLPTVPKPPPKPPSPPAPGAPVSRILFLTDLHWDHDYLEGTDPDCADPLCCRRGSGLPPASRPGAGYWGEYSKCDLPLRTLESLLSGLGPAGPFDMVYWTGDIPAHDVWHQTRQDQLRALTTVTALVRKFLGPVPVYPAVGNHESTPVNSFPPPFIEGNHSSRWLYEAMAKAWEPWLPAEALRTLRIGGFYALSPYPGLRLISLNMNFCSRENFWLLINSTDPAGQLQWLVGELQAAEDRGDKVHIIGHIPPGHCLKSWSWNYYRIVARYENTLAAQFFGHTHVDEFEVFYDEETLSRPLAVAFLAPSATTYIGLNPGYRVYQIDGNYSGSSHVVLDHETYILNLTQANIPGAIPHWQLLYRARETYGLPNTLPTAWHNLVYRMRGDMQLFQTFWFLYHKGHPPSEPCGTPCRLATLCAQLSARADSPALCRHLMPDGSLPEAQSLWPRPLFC
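qHTS format. ASM enzyme prepared from human placenta hydrolyses the fluorogenic substrate HMU-PC0 (9 uM final) over 60 min at 37 °C after a 10 min compound preincubation.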
TCR activator: activates T cell receptor signaling; Potency, µM (top dose mostly 9.22 µM), inactives show at the top dose activation of IL-2 secretion, actives largely listed as activators; primary human leukocytes, anti-CD3, IL-2 HTRF, 48 h; 330,000 tested, under 10 active; also: % of control where 0% means no effect
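TCR engagement came from a-CD3 beads alone, with compounds added to primary human leukocytes for 48 hr. Secreted IL-2 bridged europium cryptate- and d2-labelled anti-IL-2 antibodies, giving FRET emission at 665nm after 320nm excitation.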
* marks the source's active call; other numbers are inactive results; [ ] = dose if it differs, or a comment. Unless noted, calls follow the shape of the dose curve; as a rule, active = well fitted curve in the direction sought with a large enough effect; inconclusive = small, poorly fitted or top-dose-only effect, or another doubt; inactive = no such curve, though single readings can be large; an effect the other way counts as inactive or inconclusive.

For Cc1cccc(CN2C[C@]34C=C[C@@H](C[C@@H]3S2(=O)=O)O4)c1 the results were A-T KAP1 phos 14%, Chronic BCR inh inconclusive, ELG1 DNA repair 7%, Tb PFK block 6%, Integrin act MD -32%, Eya2 phos inh -4%, PTAP TSG101 blk 0%, Mito fusion yeast -10%, TSHR antagonist -7, S-ASM inh -2% and TCR activator -2%.
For CC(=O)N(C(C)=O)c1ncc2c([nH]c3ccccc32)c1C#N the results were A-T KAP1 phos -13%, Chronic BCR inh 11%, ELG1 DNA repair inconclusive, Tb PFK block -1%, Integrin act MD 32%, Eya2 phos inh -5%, PTAP TSG101 blk -1%, Mito fusion yeast 4%, TSHR antagonist 9, S-ASM inh 1% and TCR activator -1%.
For CCOc1ccc(Oc2c(/C=N/NC(N)=O)c(C)nn2-c2ccccc2)cc1 the results were A-T KAP1 phos -2%, Chronic BCR inh -11%, ELG1 DNA repair inconclusive, Tb PFK block 1%, Integrin act MD -28%, Eya2 phos inh -5%, PTAP TSG101 blk -6%, Mito fusion yeast 8%, TSHR antagonist 3, S-ASM inh -9% and TCR activator 8%[46.1 µM].
`Cc1cc(N/N=C/c2ccccc2O)c2ccccc2n1` gave A-T KAP1 phos 3%, Chronic BCR inh inconclusive, ELG1 DNA repair -6%, Tb PFK block 1%, Integrin act MD -53%[inhibitor], Eya2 phos inh -2%, PTAP TSG101 blk 1%, Mito fusion yeast 0%, TSHR antagonist -14, S-ASM inh -6% and TCR activator 1%.
For O=C(NCc1ccccc1)N1CCC(c2nc3ccccc3[nH]2)CC1 the results were A-T KAP1 phos -3%, Chronic BCR inh -2%, ELG1 DNA repair inconclusive, Tb PFK block -7%, Integrin act MD 13%[7.66 µM], Eya2 phos inh 8%, PTAP TSG101 blk -5%, Mito fusion yeast -1%, TSHR antagonist 9 and S-ASM inh 1%.
For Cc1ccc(CCNS(=O)(=O)c2cc(Br)cnc2N)cc1 the results were A-T KAP1 phos 10%, Chronic BCR inh -1%, ELG1 DNA repair -3%, Tb PFK block -4%, Integrin act MD 17%, Eya2 phos inh 5%, PTAP TSG101 blk 0%, Mito fusion yeast 7%, TSHR antagonist -12, S-ASM inh 0% and TCR activator 0%.
Screening CC(NC(=O)CCCOc1ccc(Cl)cc1)c1ccccc1 (stereo not drawn) returned A-T KAP1 phos 2%, Chronic BCR inh 4%, ELG1 DNA repair -10%, Tb PFK block 2%, Integrin act MD inconclusive, Eya2 phos inh -2%, PTAP TSG101 blk -1%, Mito fusion yeast 14%, TSHR antagonist -15, S-ASM inh 4% and TCR activator 3%[46.1 µM].
CC(=O)Nc1ccc(C2=NN(CC#N)C(=O)SC2)cc1 was read as A-T KAP1 phos 15%, Chronic BCR inh -7%, ELG1 DNA repair -9%, Tb PFK block 0%, Integrin act MD -2%, Eya2 phos inh -16%, PTAP TSG101 blk -4%, Mito fusion yeast 0%, TSHR antagonist -5, S-ASM inh 1% and TCR activator 0%.
For O=C(Nc1ccccc1N1CCCCC1)c1cccc(OC(F)F)c1 the results were A-T KAP1 phos 29%, Chronic BCR inh 4%, ELG1 DNA repair 3%, Tb PFK block -6%, Integrin act MD 6%, Eya2 phos inh -6%, PTAP TSG101 blk -4%, Mito fusion yeast 17%, TSHR antagonist -11, S-ASM inh -4% and TCR activator 8%.
For Cc1ccccc1OCc1nc2ccccc2c(=O)n1/N=C/c1c[nH]c2ccccc12 the results were A-T KAP1 phos -3%, Chronic BCR inh inconclusive, ELG1 DNA repair inconclusive, Tb PFK block 0%, Integrin act MD -26%, Eya2 phos inh -5%, PTAP TSG101 blk 2%, Mito fusion yeast -8%, TSHR antagonist 0, S-ASM inh -20% and TCR activator -1%[46.1 µM].
`CCCN(c1ccc(OCC)cc1)c1ncnc2nc[nH]c12` gave A-T KAP1 phos 2%, Chronic BCR inh -6%, ELG1 DNA repair inconclusive, Tb PFK block -2%, Integrin act MD 14%, Eya2 phos inh -2%, PTAP TSG101 blk 3%, Mito fusion yeast 1%, TSHR antagonist -4, S-ASM inh -1% and TCR activator -5%.
Cc1ccc2c(NC(=O)C3CC3)c(C)ccc2n1 was read as A-T KAP1 phos 4%, Chronic BCR inh 0%, ELG1 DNA repair 2%, Tb PFK block -2%, Eya2 phos inh -5%, Mito fusion yeast -1% and TSHR antagonist -3.
`CN1C(=O)C2(NCCc3c2[nH]c2ccccc32)c2ccccc21` (stereo not drawn) gave A-T KAP1 phos -2%, Chronic BCR inh 4%, ELG1 DNA repair -10%, Tb PFK block 0%, Integrin act MD 11%, Eya2 phos inh -12%, PTAP TSG101 blk 2%, Mito fusion yeast 0%, TSHR antagonist 18, S-ASM inh -1% and TCR activator 1%.
For N#CCCN1CCN(S(=O)(=O)c2cc(Cl)ccc2Cl)CC1 the results were A-T KAP1 phos -9%, Chronic BCR inh -5%, ELG1 DNA repair -1%, Tb PFK block -2%, Integrin act MD 13%, Eya2 phos inh 0%, PTAP TSG101 blk -5%, Mito fusion yeast 2%, TSHR antagonist 2, S-ASM inh 4% and TCR activator 11%.
COc1ccc(C(=O)NN2CCOCC2)cc1[N+](=O)[O-] was read as A-T KAP1 phos -2%, Chronic BCR inh 4%, ELG1 DNA repair 0%, Tb PFK block 1%, Integrin act MD -5%, Eya2 phos inh -5%, PTAP TSG101 blk -2%, Mito fusion yeast -1%, TSHR antagonist 13, S-ASM inh 2% and TCR activator -4%.
`CC(C)Nc1cc(C(F)(F)F)nc(-c2ccccn2)n1` gave A-T KAP1 phos 10%, Chronic BCR inh inconclusive, ELG1 DNA repair -4%, Tb PFK block -7%, Integrin act MD 2%, Eya2 phos inh -29%, PTAP TSG101 blk -3%, Mito fusion yeast -11%, TSHR antagonist -14, S-ASM inh 0% and TCR activator -6%.
`COc1ccccc1C(=O)NC1CCCCCCC1` gave A-T KAP1 phos -2%, Chronic BCR inh inconclusive, ELG1 DNA repair inconclusive, Tb PFK block -9%, Integrin act MD -8%, Eya2 phos inh -7%, PTAP TSG101 blk -4%, Mito fusion yeast 24%, TSHR antagonist -13, S-ASM inh 3% and TCR activator 3%[46.1 µM].
Screening N#Cc1ccc(NC(=O)c2cccs2)nc1 returned A-T KAP1 phos -1%, Chronic BCR inh inconclusive, ELG1 DNA repair inconclusive, Tb PFK block 0%, Integrin act MD 18%, Eya2 phos inh -11%, PTAP TSG101 blk 3%, Mito fusion yeast -21%, TSHR antagonist 0, S-ASM inh 0% and TCR activator 0%.
COC(=O)C1=C(C)N(Cc2ccccc2)C(=NCc2ccc(OC)cc2)N[C@H]1c1ccc(Br)cc1 was read as A-T KAP1 phos 12%, Chronic BCR inh -4%, Tb PFK block -2%, Eya2 phos inh -2%, Mito fusion yeast -2% and TSHR antagonist -5.
`CCN1CCN(c2nc(N(C)c3ccccc3)nc(N)c2[N+](=O)[O-])CC1` gave A-T KAP1 phos 4%, Chronic BCR inh inconclusive, ELG1 DNA repair 16%, Tb PFK block 1%, Integrin act MD 0%, Eya2 phos inh -22%, PTAP TSG101 blk -1%, Mito fusion yeast 3%, TSHR antagonist -21, S-ASM inh -12% and TCR activator -4%.
CNC(=O)COC(=O)c1ccccc1Oc1ccccc1 was read as A-T KAP1 phos 9%, Chronic BCR inh -1%, ELG1 DNA repair 12%, Tb PFK block 1%, Integrin act MD 12%, Eya2 phos inh -4%, PTAP TSG101 blk 2%, Mito fusion yeast 4%, TSHR antagonist -12, S-ASM inh 6% and TCR activator -3%.
For Cc1noc(C)c1COC(=O)COc1ccc2c(C)cc(=O)oc2c1 the results were A-T KAP1 phos 9%, Chronic BCR inh 0%, ELG1 DNA repair 8%, Tb PFK block 4%, Integrin act MD -1%, Eya2 phos inh -9%[15.4 µM], PTAP TSG101 blk -6%, Mito fusion yeast 2%, TSHR antagonist -4, S-ASM inh 7% and TCR activator 0%.
CCCOc1ccccc1C1NC(=O)NC(C)=C1C(=O)OCCOC(C)C (stereo not drawn) was read as A-T KAP1 phos 7%, Chronic BCR inh -1%, ELG1 DNA repair -2%, Tb PFK block -4%, Integrin act MD -15%, Eya2 phos inh -6%, PTAP TSG101 blk -3%, Mito fusion yeast 2%, TSHR antagonist 9, S-ASM inh 0% and TCR activator 4%.

High-throughput results deposited in PubChem BioAssay by National Center for Advancing Translational Sciences (NCATS).
